Pol eta inh: DNA polymerase eta (human) inhibition; Q9Y253; Potency, µM (top dose mostly 114 µM), for the others: at the top dose activity change, negative = inhibition, hits mostly inhibitors; hit rate 1.2% among 390,000; recombinant Pol eta, fluorescent DNA replication assay; AID 588591; also: potency is read from the fitted curve at half-maximal effect; % is scaled to controls: 0 for no effect and ±100 for the full control effect
Target sequence (Q9Y253 whole entry, looked up): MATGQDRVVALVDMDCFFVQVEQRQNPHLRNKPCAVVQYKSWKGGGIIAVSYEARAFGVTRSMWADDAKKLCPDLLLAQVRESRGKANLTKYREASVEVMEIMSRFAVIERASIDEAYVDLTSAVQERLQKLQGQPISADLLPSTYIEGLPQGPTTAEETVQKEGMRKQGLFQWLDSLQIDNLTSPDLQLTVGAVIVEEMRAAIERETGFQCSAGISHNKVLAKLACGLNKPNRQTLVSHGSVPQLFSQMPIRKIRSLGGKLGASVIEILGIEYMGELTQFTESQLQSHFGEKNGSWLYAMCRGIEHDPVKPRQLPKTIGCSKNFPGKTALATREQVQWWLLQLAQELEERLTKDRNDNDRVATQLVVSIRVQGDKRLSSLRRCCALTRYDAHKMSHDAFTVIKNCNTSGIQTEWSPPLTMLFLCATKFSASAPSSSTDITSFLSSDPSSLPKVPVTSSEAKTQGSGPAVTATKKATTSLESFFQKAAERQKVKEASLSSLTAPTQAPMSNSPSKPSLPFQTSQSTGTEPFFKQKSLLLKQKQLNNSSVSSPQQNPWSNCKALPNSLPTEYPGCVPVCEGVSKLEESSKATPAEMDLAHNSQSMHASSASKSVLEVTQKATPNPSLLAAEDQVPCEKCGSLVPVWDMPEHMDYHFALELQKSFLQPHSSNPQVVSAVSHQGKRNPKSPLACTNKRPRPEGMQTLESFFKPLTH
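Pol eta (10 nM) was preincubated with compounds for 15 min at room temperature, after which fluorescent replication substrate (50 nM final) was added to start the reaction. Fluorescence was read kinetically at 0 and 10 min.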
PI4K2A block: PI4K2A (human) kinase inhibition; purified PI4K2A, ADP-Glo luminescence, 1 h; stronger effect = lower value; hit rate 0.13% among 420,000; Q9BTU6; activity change, negative = inhibition, % at 76.9 µM; AID 1346378; in the data active = activity change below about -50%; inconclusive = mostly about -30% to -49%;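 also: -100% = wells without enzyme as full effect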
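Compounds are screened against recombinant PI4K2A using PI as substrate and ATP, the latter dispensed at 300 microM. Reactions run one hour at ambient temperature before ADP-Glo detection; full inhibition defined by wells lacking enzyme.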
HP1b binding inh: blocks HP1-beta chromodomain binding to methylated histone tails | P83916 | AlphaScreen HP1-beta / biotin-H3K9me3 peptide binding | hit rate 0.56% among 390,000 | Potency, µM (series often up to 114 µM), inactives show at the highest dose activity change, negative = inhibition, hits mostly inhibitors; also: potency is read from the fitted curve at half-maximal effect; nearly all actives have a fitted effect of over 70% in size; inactives centre near 23
Target sequence (P83916 whole entry, looked up): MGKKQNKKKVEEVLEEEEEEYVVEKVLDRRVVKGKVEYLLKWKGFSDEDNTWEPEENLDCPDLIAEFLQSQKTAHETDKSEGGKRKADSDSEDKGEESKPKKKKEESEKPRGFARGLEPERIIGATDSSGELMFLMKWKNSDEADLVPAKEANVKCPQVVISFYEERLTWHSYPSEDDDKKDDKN
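Compound inhibition of the preformed complex between 50 nM HP1-beta and 50 nM biotinylated H3K9me3 peptide was read by AlphaScreen. Buffer was PBS pH 7.4 with 0.01% Tween-20. Incubations ran 30 min at room temperature, with 10 ug/mL donor/acceptor beads.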
PGK inhibitor: inhibitors of T. brucei phosphoglycerate kinase. hit rate 0.043% among 380,000. P07378. PGK/GAPDH coupled, Kinase-Glo luminescence, 60 min. Potency, µM (top dose mostly 57.5 µM), inactives show top-dose activity change, negative = inhibition, hits mostly inhibitors; also: potency is read from the fitted curve at half-maximal effect; % is scaled to controls: 0 for no effect and ±100 for the full control effect; nearly all actives have a fitted effect of over 60% in size
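Luminescent ATP detection (Kinase-Glo Plus) follows a 60-minute room-temperature incubation, with wells lacking PGK as controls. Buffer: 100 mM TEA (pH 7.6), 5 mM MgCl2, 0.01% Tween-20. Coupling enzyme GAPDH (100 nM final) supplies unstable 1,3-BPG in-well.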
JMJD2A Tudor inh: inhibitors of human JMJD2A Tudor domain; Potency, µM (titrated, usually from 114 µM), for inactives: at the top dose activity change, negative = inhibition, actives largely listed as inhibitors; O75164; hit rate 4.4% among 390,000; AID 504339; AlphaScreen JMJD2A-Tudor / H3K4me3 peptide binding; also: potency is read from the fitted curve at half-maximal effect; % is scaled to controls: 0 for no effect and ±100 for the full control effect; nearly all actives have a fitted effect of over 50% in size
G9a inh: blocks human histone lysine methyltransferase G9a. Q96KQ7. G9a H3K9 monomethylation, AlphaScreen, 2 h. Potency, µM (top dose mostly 102 µM), for the others: top-dose activity, negative = inhibition, most hits filed as inhibitors. hit rate 8.8% among 350,000. AID 504332; also: potency is read from the fitted curve at half-maximal effect; % is scaled to controls: 0 for no effect and ±100 for the full control effect; nearly all actives have a fitted effect of over 75% in size
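G9a (20 nM) was preincubated 15 min with compound, then reacted 2 h at room temperature with 500 nM biotin-H3K9 peptide and 20 µM SAM. Monomethyl-H3K9 detected by AlphaScreen using anti-H3K9me1 antibody.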
BAZ2B inh: blocks human BAZ2B; Q9UIF8; AlphaScreen BAZ2B-H3K14Ac peptide displacement; Potency, µM (series often up to 114 µM), without a hit: top-dose activity change, negative = inhibition, most hits filed as inhibitors; hit rate 4.4% among 360,000; also: potency is read from the fitted curve at half-maximal effect; % is scaled to controls: 0 for no effect and ±100 for the full control effect; nearly all actives have a fitted effect of over 60% in size
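BAZ2B (50 nM) with biotin-H3(5-23)K14Ac peptide (50 nM) in PBS pH 7.4, 0.01% Tween-20, preformed 30 min, then compound 30 min at room temperature; top concentration 110uM. AlphaScreen streptavidin donor/nickel chelate acceptor beads (10 ug/mL final), 20 min dark, signal read.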
Pin1 inh: human Pin1 inhibition. AID 504891. Pin1 FP peptide displacement, HiFluor488, 10 min. Q13526. Potency, µM (series often up to 115 µM), for the others: at the top dose activity, negative = inhibition, actives largely listed as inhibitors. hit rate 0.009% among 390,000; active = well fitted inhibition curve with a large enough effect in the polarisation, with a control signal flat, not every such curve was filed as active; inconclusive = small, poorly fitted or top-dose-only effect, or effect the other way, or a change in a side signal; inactive = no such curve, though single readings can be large or run the other way; the % refers to the polarisation; also: potency is read from the fitted curve at half-maximal effect; % is scaled to controls: 0 for no effect and ±100 for the full control effect
Target sequence (Q13526 whole entry, looked up): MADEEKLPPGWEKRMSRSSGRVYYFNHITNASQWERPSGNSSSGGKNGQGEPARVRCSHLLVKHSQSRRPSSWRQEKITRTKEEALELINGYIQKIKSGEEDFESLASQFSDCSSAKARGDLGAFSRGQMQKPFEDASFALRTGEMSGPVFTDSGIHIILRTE
GLS inh: inhibitors of human glutaminase (GLS); O94925; GLS enzymatic activity, qHTS titration; Potency, µM (doses to about 45.5 µM), inactives show top-dose activity change, negative = inhibition, most hits filed as inhibitors; hit rate 0.21% among 410,000; AID 624170; also: potency is read from the fitted curve at half-maximal effect; % is scaled to controls: 0 for no effect and ±100 for the full control effect
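hKGA in 45 mM KH2PO4 pH 8.2, 0.02% Tween-20 with pin-transferred compounds; 1 mM L-glutamine (stock) plus glutamate oxidase/HRP/Amplex Red coupling added. Fluorescence read initially and after 30 min at RT.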
* marks the source's active call; other numbers are inactive results; i = inactive; ? = inconclusive; / = not tested or not shown; & = joins results of further samples; [ ] = remark or other dose. Unless noted, calls follow the shape of the dose curve; as a rule, active = well fitted curve in the direction sought with a large enough effect; inconclusive = small, poorly fitted or top-dose-only effect, or another doubt; inactive = no such curve, though single readings can be large; an effect the other way counts as inactive or inconclusive. Some of the compounds tested. The share of hits here may be higher or lower than overall.

SMILES	Pol eta inh	PI4K2A block	HP1b binding inh	PGK inhibitor	JMJD2A Tudor inh	G9a inh	BAZ2B inh	Pin1 inh	GLS inh
CC(=O)OCCCNc1cc(Sc2nc3ccccc3s2)c2nonc2c1[N+](=O)[O-]	?	-10	11%	-2%	-26%	?	-27%	-6%	?
O=C(Cc1c[nH]c2ccccc12)Nc1ccc(N2CCOCC2)cc1	3%	2	0%	3%	?	22µM*	?	1%	0%
COc1cccc(S(=O)(=O)NCc2ccc(C(=O)Nc3cccc(Cl)c3)cc2)c1	?	-3	36%	-8%	-9%	10%[59 µM]	1%	0%	-13%
O=C(COc1ccc(CO)cc1Cl)Nc1ccc(F)cc1	10%	2	53%[activator]	-5%	-14%[57.1 µM]	12%[59 µM]	4%	-3%	3%
O=C(O)Cc1sc(Nc2ccc(Cl)cc2)nc1-c1cccs1	-25%	1	-4%	1%	-28%	?	?	51%[activator]	?
Cc1ccc(C)c(N2CCN(C(=O)c3ccc(NC4=NC5CS(=O)(=O)CC5S4)cc3)CC2)c1 (centres undefined)	-11%	-2	38%	0%	-15%	5%	7%	4%	5%
COc1ccc(N2CCCn3c2nc2c3c(=O)n(Cc3ccccc3)c(=O)n2C)c(OC)c1	-10%	-1	-6%	-7%	-22%	-11%	-3%	5%	10%
COc1ccccc1-c1nnc(SCC(=O)O)n1C	-1%	0	38%[activator]	/	-13%	?	-22%	-24%	-8%
Cc1cc(C)nc(Nc2cccc(Cl)c2)n1	-16%	-1	37%[activator]	1%	-5%	/	6%	0%	0%
CCCC(c1nnnn1Cc1ccccc1)N1CCC(C(N)=O)CC1 (centres undefined)	-13%	3	30%	-1%	-1%	-22%	?	-3%	-2%
Cc1ccc(N2C(=O)C(CC(=O)Nc3ccccc3)N(CCC3=CCCCC3)C2=O)cc1 (centres undefined)	-15%	3	16%	8%	-25%	-13%[59 µM]	?	-3%	4%
COc1ccccc1N1CCN(S(=O)(=O)CC23CCC(CC2=O)C3(C)C)CC1 (centres undefined)	-18%	13	26%	-7%	1%	-31%[12.7 µM]	-9%	2%	2%
O=C1NCCn2ccc(=O)cc21	-2%	1	15%	-1%	9%	-36%	-3%	-3%	-8%
O=C(c1ccsc1)N1CCCC(Nc2ccc(F)c(F)c2)C1 (centres undefined)	-11%	-4	27%	-5%	-10%	-8%	-9%	-3%	3%
CCOC(=O)c1sc(/N=C/Nc2nc(C)c(C(=O)OCC)s2)nc1C	-10%	5	18%	-2%	-17%	-35%[12.7 µM]	-21%	6%	2%
C/C(=N\NC(=O)CNc1cccc2ccccc12)c1ccccc1	-22%	-1	31%	6%	-2%	-41%	-17%	0%	8%

Taken from above:
In BAZ2B inh, COc1ccccc1N1CCN(S(=O)(=O)CC23CCC(CC2=O)C3(C)C)CC1 (centres undefined) has -9%
In PI4K2A block, C/C(=N\NC(=O)CNc1cccc2ccccc12)c1ccccc1 has -1

Back to the main list; the three compounds before the break are reprinted first.
SMILES	Pol eta inh	PI4K2A block	HP1b binding inh	PGK inhibitor	JMJD2A Tudor inh	G9a inh	BAZ2B inh	Pin1 inh	GLS inh
O=C(c1ccsc1)N1CCCC(Nc2ccc(F)c(F)c2)C1 (centres undefined)	-11%	-4	27%	-5%	-10%	-8%	-9%	-3%	3%
CCOC(=O)c1sc(/N=C/Nc2nc(C)c(C(=O)OCC)s2)nc1C	-10%	5	18%	-2%	-17%	-35%[12.7 µM]	-21%	6%	2%
C/C(=N\NC(=O)CNc1cccc2ccccc12)c1ccccc1	-22%	-1	31%	6%	-2%	-41%	-17%	0%	8%
COc1cc(OC)cc(C(=O)NCCc2ccc(OC)c(OC)c2)c1	1%	5	27%	-4%	-6%	/	/	0%	2%
CC(NC(=O)C1CCC1)c1ccc(Br)cc1 (centres undefined)	-16%	-2	23%	0%	5%	?	-4%	4%	1%
Cc1ccc(C(=O)N2N=C(CC(C)C)CC2(O)C(F)(F)F)o1 (centres undefined)	-24%	3	45%[activator]	6%	-1%	-3%	-4%	1%	0%
Fc1ccc(-c2cn3ccccc3n2)cc1	-5%	-12	23%	-5%	-10%	/	?	0%	1%
CCOC(=O)C1CCN(S(=O)(=O)c2ccc3c(c2)CC(C)N3C(=O)C2CCC2)CC1 (centres undefined)	0%	1	33%[activator]	-3%	13%	11%	-9%	0%	16%
Cc1cc(C)nc(SC2CCOC2=O)n1 (centres undefined)	-5%	4	26%	5%	-13%	10%[59 µM]	-1%	-10%	15%
COC(=O)c1ccc(N)cc1O	7%	-2	20%	-8%	-16%	1%[59 µM]	5%	2%	6%
C=CCN1C(=O)C(CC(=O)Nc2ccc(OC)cc2)SC1=Nc1ccc(S(N)(=O)=O)cc1 (centres undefined)	-6%	-3	1%	-4%	3%	?	4%	-13%	17%

Next part:
| molecule | Pol eta inh | PI4K2A block | HP1b binding inh | PGK inhibitor | JMJD2A Tudor inh | G9a inh | BAZ2B inh | Pin1 inh | GLS inh |
| --- | --- | --- | --- | --- | --- | --- | --- | --- | --- |
| O=C(c1ccco1)N1CCN(c2nc3c(Cl)cccc3s2)CC1 | -12% | 2 | 13% | 6% | -16% | -11%[59 µM] | -37% | ? | -12% |
| O=C(NC1CCCCC1)C(c1ccncc1)N(C(=O)Cn1nnc(-c2cccs2)n1)C1CCCC1 (centres undefined) | -11% | 7 | 5% | / | -28% | 22µM* | 4% | 10% | 0% |
| CSc1ccc(CNC(=O)C2CCN(c3nnc(-n4cccc4CNc4ccc(C)cc4)s3)CC2)cc1 | / | -19 | 4% | / | ? | 5%[59 µM] | -8% | ? | -8% |
| COc1ccc(N2CC(C(=O)NCCc3ccc(Cl)cc3)CC2=O)cc1 (centres undefined) | -6% | -2 | 25% | -2% | -8% | 15% | -1% | 7% | -11% |
| O=C1CC2(CCN(C(=O)c3ccc(F)c(F)c3)CC2)Oc2ccccc21 | -7% | 0 | 42%[activator] | -1% | -23% | -21% | -1% | 4% | -6% |
| CN1CCN(C(=O)c2cc(Cl)cc(Cl)c2NC(=O)c2ccco2)CC1 | 0% | -2 | -8% | -8% | -12% | 17% | -2% | -2% | 14% |
| CCOC(=O)c1c(NC(=O)/C=C/C(=O)O)sc(C)c1-c1ccc(C)c(C)c1 | ? | -14 | 0% | -5% | -32% | / | ? | -16% | 1% |
| COCCN(CCOC)C(=S)Nc1ccccc1Cl | 0% | -6 | 43%[activator] | -11% | -12% | 12% | -9% | -3% | -8% |
| Cc1nc2c(C)cccc2c(SC(=N)N)c1CC=C(Cl)Cl | 1% | -4 | 59%[activator] | -2% | ? | 7.9µM* | ? | -2% | 12% |
| CC(O)CNc1nc2c(c(=O)n(Cc3ccc(Cl)cc3)c(=O)n2C)n1C (centres undefined) | -9%&-12% | 5&-3 | 15%&20% | 0%&2% | -23%&-24% | -1% | -33%&-19% | ? | 11µM* |
| CCn1c(SCC(=O)NC2CC2)nc2ccccc21 | -8% | -4 | / | 2% | / | / | / | / | -4% |
| Cc1cccc(NC(=O)C2CCCN(C(=O)Nc3ccc(F)cc3)C2)c1 (centres undefined) | -1% | 2 | 15% | 0% | -14% | 5% | -21% | -7% | 0% |
| CCn1cc(C(=O)O)c(=O)c2cc(S(=O)(=O)N(C)C)ccc21 | -13% | -4 | 11% | i | 20µM* | ? | -2% | 0% | -2% |
| CCOC(=O)c1cnc(-c2ccccc2O)nc1Cl | -8% | -1 | 17% | 5% | 18µM* | 45µM* | ? | 6% | ? |
| O=C(CCSCCC(=O)N1CCCC1)N1CCCC1 | 11% | 5 | 46%[activator] | -8% | -25% | ? | -15% | 3% | -6% |
| O=C(CN1C(=O)CSc2ccc(S(=O)(=O)N3CCOCC3)cc21)NCc1c(F)cccc1Cl | -2% | 1 | / | -1% | / | / | / | / | -2% |
| Cc1c(Cl)cccc1NC(=S)N(Cc1ccco1)C(C)c1ccccn1 (centres undefined) | -9% | -2 | 18% | i | -19% | ? | / | 0% | 3% |
| COCCN(C(=O)CCC(=O)Nc1ccccn1)C(C(=O)NC(C)(C)C)c1ccc(OC)cc1 (centres undefined) | -13% | 1 | 19% | -3% | -21% | 22% | -6% | -2% | 5% |
| OCCC1CN(Cc2c(F)cccc2Cl)CCN1C1CCCC1 (centres undefined) | -17% | 10 | 22% | -3% | -17% | / | 6% | 1% | -6% |
| O=C(CCCN1C(=O)CCC1=O)Nc1ccc2c(c1)OCCO2 | -5% | -1 | 38% | 3% | -18%[11.4 µM] | -28%[12.7 µM] | 0% | -4% | -7% |
| N/C(=N\OC(=O)c1ccc(Cl)c([N+](=O)[O-])c1)c1ccccn1 | 9% | -1 | 25% | 4% | -18% | -29% | -18% | -2% | -7% |
| CCc1ccc(-n2c(C)n[nH]c2=S)cc1 | 0% | 2 | 8% | 7% | 3.5µM* | -48% | 1% | 1% | 4% |
| COc1ccc(OCC(=O)Nc2ccc3c(c2)nc2n3CCSC2)cc1 | 3% | 0 | 3% | i | -13% | 2µM* | -1% | 14% | -2% |
| COc1ccc(/C=C2\SC(=O)N(CC(=O)NN3CCN(C)CC3)C2=O)cc1OC | 4% | 5 | 38% | 5% | -13% | ? | -12% | 5% | 6% |

Assay outcomes as filed in PubChem.
